Screening data (PubChem BioAssay)
LDHA block: inhibitors of human lactate dehydrogenase A | activity change, % (values are at about 110 or 230 µM) | actives 0.15% (n = 480,000) | P00338 | purified LDHA, NADH/diaphorase-resazurin fluorescence; stronger effect = lower value; in the data active = activity change below about -30%; inconclusive = mostly about -25% to -30%;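 note: plate controls were DMSO wells for no effect and wells without enzyme for full effect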
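LDH5 2 nM; NADH 0.06 mM, pyruvate 0.2 mM; 200 mM Tris pH 7.4, EDTA, Tween-20; 5 min RT. Detection: diaphorase 0.133 mg/mL + resazurin 37 µM, fluorescence ex540/em590 at 0 and 20 min; normalized to enzyme-free and DMSO wells.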
Glioma ERSR ind: ER stress response induction in glioma; U87-MG GRP78 promoter luciferase reporter, 16 h; Potency, µM, without a hit: at the highest dose activation, most hits filed as activators; actives 0.02% (n = 420,000); AID 602332; active = well fitted activation curve with a large enough effect; inconclusive = small, poorly fitted or top-dose-only effect; inactive = no such curve, though single readings can be large or run the other way; note: potency is the fitted concentration of half-maximal effect; series mostly up to about 76 µM; % of control where 0% means no effect; nearly all actives have a fitted effect of over 35% in size
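Stably transfected U87-MG human glioma cells carrying a GRP78-based luminescent sensor were seeded at 1000 cells/well, pin-dosed with compounds and incubated 16 h. Luciferase reagent was then added, and end-point luminescence was read after 10 min at room temperature.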
Numbers without * were called inactive; ? = inconclusive. A portion of the library; rates above refer to the full screens.

SMILES	LDHA block	Glioma ERSR ind
Cc1ccc(F)cc1C(=O)N1CCCCC1c1cc(C(=O)NC(C)C)no1 (configuration not stated)	-13.5	-5.7%
CCN(CC)c1ncnc2c1ncn2[C@H]1CN(C2CCCC2)C[C@@H](CO)O1	-3.0	1.0%
Cn1nc(C(C)(C)C)cc1NC(=O)C1(C)CCN1C(=O)C1(c2ccccc2)CCCC1 (configuration not stated)	-7.1	-2.3%
O=C(OCc1ccccc1)N1CCC2CC1c1ccc(-c3cccc(F)c3)cc12 (configuration not stated)	-8.9	-4.0%
Cc1cc2nc(NC(=O)C3(C)CCCN(C(C)C)C3)[nH]c2cc1C (configuration not stated)	3.6	-3.7%
Cc1ccc(Cl)cc1-c1cc(C(=O)NCc2cc(C(F)(F)F)cc(C(F)(F)F)c2)[nH]n1	-8.5	-9.3%
Nc1ccn([C@@H]2O[C@H](C(=O)N[C@H](CO)c3ccccc3)[C@@H](O)[C@H]2O)c(=O)n1	-2.2	-2.4%
NC(c1cccc(F)c1)c1nc(-c2ccc(Cl)cc2)cs1 (configuration not stated)	-4.3	-0.7%
CC(=O)Nc1cc(-c2cccc(C(=O)NCCO)c2)cn2c(-c3ccc(F)cc3)cnc12	-5.4	-0.7%
OCCNc1ncnc2c1ncn2[C@H]1CN(Cc2ccncc2)C[C@@H](CO)O1	-10.7	-2.7%
C=CCNc1ncnc2c1ncn2[C@H]1CN(CCc2ccccc2)C[C@@H](CO)O1	-3.6	-3.7%
O=C(N[C@H]1c2ccccc2C[C@H]1O)[C@H]1O[C@@H](n2ccc(=O)[nH]c2=O)[C@H](O)[C@@H]1O	-7.4	-4.5%
O=C(Nc1cccc2c(=O)[nH][nH]c(=O)c12)c1ccc([N+](=O)[O-])cc1	-2.1	5.5%
Brc1cccc(-c2nc3c4ccccc4ccn3c2Cc2ccccc2)c1	-7.9	-4.4%
CN1CCC(C)(C(=O)Nc2cccc(Oc3ccccc3)c2)C1 (configuration not stated)	-7.5	-1.9%
CCOC(=O)n1c2ccccc2c(=O)n1CCO	-1.3	4.0%
CC(=O)Nc1cccc(-c2ccnc3c2CC(C(=O)NCc2ccc(N4CCN(C)CC4)cc2)O3)c1 (configuration not stated)	0.6	-0.3%
CCCCC(=O)N(C)c1c(CC)nc2c(OCC(=O)N(C)C)cccn12	6.9	-1.1%
C=C(C)Cn1c2ccc(NC(=O)NCC)cc2c(=O)n1C	5.0	-2.2%
CCc1nc2ccc(C(=O)NCCOc3ccc(OC)cc3)cn2c1N(C)Cc1cccs1	0.0	-1.9%
CC(C)NC(=O)C1(C)CCN1Cc1cccc(Cl)c1 (configuration not stated)	0.4	-3.8%
CN(C)CCCNc1nc2cc(-c3ccsc3)sc2c(=O)n1C	0.6	-1.1%
CCOc1ccc(-c2cnc3cccnn23)cc1	-2.3	-4.3%
CC(C)(C)N1C(=O)c2c(C(=O)OCc3ccccc3)[nH]c(-c3ccccc3)c2C1=O	1.1	-5.2%
COCCNC(=O)C1(C)CCCN(Cc2c(C)nn(-c3ccccc3)c2C)C1 (configuration not stated)	-6.9	-4.2%

Reformatted: entries from further up
Below each SMILES: LDHA block | Glioma ERSR ind
CCN(CC)c1ncnc2c1ncn2[C@H]1CN(C2CCCC2)C[C@@H](CO)O1
  -3.0 | 1.0%
Cn1nc(C(C)(C)C)cc1NC(=O)C1(C)CCN1C(=O)C1(c2ccccc2)CCCC1 (configuration not stated)
  -7.1 | -2.3%
O=C(OCc1ccccc1)N1CCC2CC1c1ccc(-c3cccc(F)c3)cc12 (configuration not stated)
  -8.9 | -4.0%
Cc1cc2nc(NC(=O)C3(C)CCCN(C(C)C)C3)[nH]c2cc1C (configuration not stated)
  3.6 | -3.7%
Cc1ccc(Cl)cc1-c1cc(C(=O)NCc2cc(C(F)(F)F)cc(C(F)(F)F)c2)[nH]n1
  -8.5 | -9.3%
Nc1ccn([C@@H]2O[C@H](C(=O)N[C@H](CO)c3ccccc3)[C@@H](O)[C@H]2O)c(=O)n1
  -2.2 | -2.4%

Next records.
SMILES	LDHA block	Glioma ERSR ind
CC(C)[C@H](CO)NC(=O)[C@H]1O[C@@H](n2ccc(N)nc2=O)[C@H](O)[C@@H]1O	-10.0	-0.9%
CCCCn1c(O)c2n(c1=O)Cc1ccccc1N=C2c1ccc(C)cc1	1.6	-0.4%
NC(Cc1ccc(Cl)cc1)c1csc(NC(=O)Nc2ccccc2-c2ccccc2)n1 (configuration not stated)	-5.0	-9.8%
COc1ccc(C(NC(=O)C2CCN(CCc3ccccc3)CC2)c2ccccn2)cc1 (configuration not stated)	-3.3	-3.7%
CC(=O)NC(C)(c1ccccc1)c1nc(-c2ccc(F)c(Cl)c2)cs1 (configuration not stated)	-3.8	-2.7%
CC(=O)c1cccc(-c2cnc3c(NC=O)cc(-c4ccc(N5CCN(C)CC5)cc4)cn23)c1	3.8	1.7%
Cn1c(=O)c2cc(NC(=O)NCCc3ccccc3)ccc2n1Cc1ccccc1	3.5	-2.6%
CCc1nc2c(OCc3ccc(C(F)(F)F)cc3)cccn2c1N(C)C(=O)CC(C)C	0.1	-4.4%
O=c1ccn([C@@H]2O[C@H](CNCc3cccn3-c3ccncc3)[C@@H](O)[C@H]2O)c(=O)[nH]1	-3.1	-0.4%
CCOC(=O)N(C)c1c(CC)nc2c(OCc3ccc(F)c(F)c3)cccn12	3.2	0.9%
CS(=O)(=O)Nc1cccc(NC(=O)C2Cc3c(-c4cccc(F)c4)ccnc3O2)c1 (configuration not stated)	-1.1	-4.6%
Cc1ccc(C)c(CC(=O)N2CCCC(c3cc(C(=O)NCc4cccnc4)no3)C2)c1 (configuration not stated)	-4.8	-2.5%
CCc1nc2c(OCCOc3ccc(F)cc3)cccn2c1N(C=O)Cc1ccccc1	-0.1	-1.8%
COc1ccc(C(O)c2nc(-c3ccccc3)cs2)cc1 (configuration not stated)	-4.9	0.2%
COCCNc1nc(NCCN2CCNC2=O)c2sccc2n1	-14.0	-7.6%
COc1ccccc1-c1ccc2c(c1)C(C)(Cc1ccc(Cl)c(Cl)c1)C(=O)N2 (configuration not stated)	-1.1	-12.0%
c1cnc2ccc(-n3ccnc3)cc2c1	-10.4	-3.3%
CCCS(=O)(=O)NC(=O)C1(C)CCN(C(=O)Cc2cccc3ccccc23)C1 (configuration not stated)	-2.2	-3.1%
CSc1cccc(NC(=O)CCCOc2cc(=O)n(C)c3ccccc23)c1	-7.9	-4.0%
CC(=O)NC(c1cccc(F)c1)c1nc(-c2cc(F)cc(Cl)c2)cs1 (configuration not stated)	-7.6	1.0%
CCc1nc2ccc(C(=O)Nc3cccc(OCC(=O)N(C)C)c3)cn2c1N(C)Cc1ccc(N(C)C)cc1	-1.9	-2.8%
COc1ccc(NC(=O)c2cc(-c3cc(Cl)ccc3OC)n[nH]2)c(C)c1	-0.1	-1.3%
Cc1nc2c(OCCOc3ccc(F)cc3)cccn2c1N(C)C(=O)CCC1CCCC1	-0.8	-3.5%
CCCCN(C=O)c1c(CC)nc2ccc(C(=O)N(CC)CCN(C)C)cn12	-7.5	-4.4%
CCN(CC)c1ncnc2c1ncn2[C@H]1CN(Cc2ccc(-c3ccccc3)cc2)C[C@@H](CO)O1	-2.1	-3.6%

The final two records of the section above open the next one.
SMILES	LDHA block	Glioma ERSR ind
CCCCN(C=O)c1c(CC)nc2ccc(C(=O)N(CC)CCN(C)C)cn12	-7.5	-4.4%
CCN(CC)c1ncnc2c1ncn2[C@H]1CN(Cc2ccc(-c3ccccc3)cc2)C[C@@H](CO)O1	-2.1	-3.6%
COc1cccc(-c2cnc3c(NC=O)cc(-c4ccc(N5CCN(C)CC5)cc4)cn23)c1	2.6	-1.2%
CCCc1nc2ccc(C(=O)OC)cn2c1Cc1ccccc1C(F)(F)F	6.6	-2.0%
COc1ccc(-c2cc(NC(C)=O)c3ncc(-c4ccc(F)cc4)n3c2)cc1OC	6.4	?
O=C(NCc1ccc(Cl)nc1)c1ccc2nc([C@@H]3O[C@H](CO)[C@H](O)[C@H](O)[C@H]3O)[nH]c2c1	-7.2	-0.7%
Cc1ccccc1S(=O)(=O)NC(=O)C1(C)CCN1C(=O)CC(c1ccccc1)c1ccccc1 (configuration not stated)	-4.7	2.2%
O=C(Nc1ccc2c(c1)OCO2)c1cc(C2CCCCN2C(=O)OCCF)on1 (configuration not stated)	1.9	-3.2%
COc1cc(NC(=O)N2CCc3nc(Nc4cc(Cl)cc(Cl)c4)ncc3C2)cc(OC)c1OC	7.6	-2.3%
CN1CCN(C2CN(Cc3cn(Cc4ccccc4C(F)(F)F)nn3)S(=O)(=O)C2)CC1 (configuration not stated)	-2.5	0.6%
COc1ccc(CNC(=O)CC[C@H]2O[C@@H](n3cc(C)c(=O)[nH]c3=O)C[C@@H]2O)cc1	-7.5	-3.7%
Cc1cccc(CN2CCN(C3CN(Cc4cn(Cc5ccccc5C(F)(F)F)nn4)S(=O)(=O)C3)CC2)c1 (configuration not stated)	-2.1	-3.2%
CCC(c1nnnn1-c1c(C)cccc1C)N1CCN(C/C=C/c2ccccc2)CC1 (configuration not stated)	-9.7	-3.7%
Cc1ccc(C(NC(=O)C2CCN(CCOc3ccc(Cl)cc3)CC2)c2ccccn2)cc1 (configuration not stated)	-3.5	-2.8%
CC(=O)c1cccc(-c2ccc3c(c2)C(C)(Cc2ccccc2F)C(=O)N3)c1 (configuration not stated)	-1.0	-2.5%
CC(C)c1cccc(-c2csc(C(C)(O)c3cccc(F)c3)n2)c1 (configuration not stated)	-3.0	-7.3%
CC(C)Oc1ccc(CN2CCC2(C)C(=O)Nc2cccc3cccnc23)cc1 (configuration not stated)	-2.7	-6.1%
COc1ccc(NC(=O)c2cc(-c3cc(F)ccc3OCC3CCCO3)n[nH]2)cc1OC (configuration not stated)	4.7	-1.8%
CCCCNC(=O)C1(C)CCCCCN1Cc1cccc2c(OC)cc(C(=O)OCC)cc12 (configuration not stated)	2.8	-1.5%
CC(=O)C1=CCC(c2ccccc2F)N(S(=O)(=O)c2ccc(C)cc2)C1 (configuration not stated)	-3.6	-6.2%
COC(=O)c1ccc(Cn2c(C)c(C(=O)NCc3ccc(C#N)cc3)sc2=O)o1	-1.8	-2.1%
CCc1ccc([C@H]2[C@@H]3C(=O)C[C@@H]4C(=O)N(CC)C(=O)[C@@H]4[C@@H]3CN2S(=O)(=O)c2ccc(C)cc2)cc1	-4.7	-3.5%
CC(=O)Nc1cncc(-c2cccc(C(=O)N(C)C)c2)n1	-6.9	-2.1%
COc1ccc(C(C)=O)cc1CC1(C)C(=O)Nc2ccc(OC(F)(F)F)cc21 (configuration not stated)	-6.6	1.6%
COc1ccc(CN2C[C@@H](CO)O[C@@H](n3cnc4c(N5CCN(C)CC5)ncnc43)C2)cc1	-0.2	-1.3%
CCc1nc2ccc(C(=O)Nc3ccc(OC)c(OC)c3)cn2c1N(C)C(=O)c1cccc(OC)c1	-0.7	-0.8%
COc1ccc(NC(=O)c2ccc(-c3c(C)noc3C)c3ccoc23)cn1	-5.9	-0.1%

Full records as entered above. Values in the order: LDHA block | Glioma ERSR ind
CC(C)c1cccc(-c2csc(C(C)(O)c3cccc(F)c3)n2)c1 (configuration not stated) across the screens: -3.0 | -7.3%
CCc1nc2ccc(C(=O)Nc3ccc(OC)c(OC)c3)cn2c1N(C)C(=O)c1cccc(OC)c1 across the screens: -0.7 | -0.8%

(listing goes on)
SMILES	LDHA block	Glioma ERSR ind
Cc1cccc(NC(=O)CNC(=O)[C@H]2O[C@@H](n3cnc4c(N)ncnc43)[C@H](O)[C@@H]2O)c1C	-7.1	-2.9%
COCOc1cccc(CN2CCC2(C)C(=O)Nc2ccc(OC)c(OC)c2)c1 (configuration not stated)	3.5	-5.3%
O=C(NCc1ccco1)c1[nH]c(C(F)(F)F)nc1-c1ccccc1	-5.8	-3.7%
CN1OC[C@@H]2CN(C(=O)c3cccnc3)[C@H](c3ccc(N4CCCCC4)cc3)C[C@@H]21	5.8	0.2%
O=S1(=O)CC(N2CCN(CC3CC3)CC2)CN1Cc1ccccc1 (configuration not stated)	-6.8	-4.1%
Clc1ccc(-c2cnc3cccnn23)cc1	-5.3	1.4%
CC(=O)Nc1cccc(-c2ccnc3c2CC(C)(C(=O)Nc2cccc(Oc4ccccc4)c2)O3)c1 (configuration not stated)	1.0	-4.7%
Cn1ccc2c(-c3ccc(C(=O)O)cc3)cc3c(c21)C1CCC3C1 (configuration not stated)	-5.4	0.4%

A section from the list above, for reference:
SMILES	LDHA block	Glioma ERSR ind
Cc1cccc(NC(=O)CNC(=O)[C@H]2O[C@@H](n3cnc4c(N)ncnc43)[C@H](O)[C@@H]2O)c1C	-7.1	-2.9%
COCOc1cccc(CN2CCC2(C)C(=O)Nc2ccc(OC)c(OC)c2)c1 (configuration not stated)	3.5	-5.3%
